# POLK inh: inhibitors of human DNA polymerase kappa; Q9UBT6; purified Pol kappa, fluorescent DNA synthesis assay, 10 min; Potency, µM (top dose mostly 107 µM), for the others: at the highest dose activity, negative = inhibition, usual class: inhibitors; actives 0.53% (n = 400,000); AID 588579; further: on the % scale 0 is the no-effect control and ±100 the full control effect
# Target sequence (Q9UBT6 whole entry, looked up): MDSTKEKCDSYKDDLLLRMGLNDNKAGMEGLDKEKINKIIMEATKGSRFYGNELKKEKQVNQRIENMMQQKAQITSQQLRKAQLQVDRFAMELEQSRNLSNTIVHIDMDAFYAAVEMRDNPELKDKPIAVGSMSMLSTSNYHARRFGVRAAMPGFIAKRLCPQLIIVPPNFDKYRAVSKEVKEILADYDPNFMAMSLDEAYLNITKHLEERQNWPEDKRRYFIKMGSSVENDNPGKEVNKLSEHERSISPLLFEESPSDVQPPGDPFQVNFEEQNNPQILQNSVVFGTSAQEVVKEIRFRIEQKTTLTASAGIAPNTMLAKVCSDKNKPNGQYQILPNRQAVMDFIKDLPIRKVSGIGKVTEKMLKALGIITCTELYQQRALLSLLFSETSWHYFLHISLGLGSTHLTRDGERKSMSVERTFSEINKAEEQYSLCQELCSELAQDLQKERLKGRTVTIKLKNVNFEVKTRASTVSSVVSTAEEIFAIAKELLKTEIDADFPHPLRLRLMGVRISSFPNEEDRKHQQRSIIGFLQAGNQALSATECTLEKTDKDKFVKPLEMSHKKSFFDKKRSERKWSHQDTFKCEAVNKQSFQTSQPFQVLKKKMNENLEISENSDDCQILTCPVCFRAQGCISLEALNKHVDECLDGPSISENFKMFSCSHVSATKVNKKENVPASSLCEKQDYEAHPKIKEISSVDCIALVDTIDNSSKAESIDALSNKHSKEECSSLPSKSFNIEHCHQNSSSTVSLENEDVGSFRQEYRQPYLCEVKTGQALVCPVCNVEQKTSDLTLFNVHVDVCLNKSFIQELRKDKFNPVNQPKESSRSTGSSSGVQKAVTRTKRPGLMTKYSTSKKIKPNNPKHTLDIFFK
#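 Activity was followed as the change in fluorescence between reads at 0 and 10 min after starting the reaction with 50 nM substrate. Beforehand, 10 nM polymerase had been preincubated with compound for 15 min at room temperature.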
# POLB inh: DNA polymerase beta (human) inhibition; P06746; Pol beta primer extension/strand displacement, fluorescence kinetic; Potency, µM (series often up to 114 µM), for inactives: at the highest dose activity change, negative = inhibition, usual class: inhibitors; actives 1.3% (n = 340,000); further: on the % scale 0 is the no-effect control and ±100 the full control effect
#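 Pol beta (10 nM) and compounds were preincubated 15 min at room temperature, then 50 nM substrate (final) started primer extension/strand displacement. Reads were taken at 0 and 10 min; concentration-response data were fitted to a four-parameter Hill equation.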
# Apoferritin bind: candidate novel general anesthetic via apoferritin binding. AID 485281. apoferritin/1-aminoanthracene competitive binding, fluorescence. actives 0.074% (n = 350,000). Potency, µM (series often up to 77.5 µM), for the others: at the highest dose activity change, negative = displacement, actives largely listed as inhibitors. P02791; further: on the % scale 0 is the no-effect control and ±100 the full control effect; nearly all actives have a fitted effect of over 20% in size
# Target sequence (P02791 2-175 limits assumed): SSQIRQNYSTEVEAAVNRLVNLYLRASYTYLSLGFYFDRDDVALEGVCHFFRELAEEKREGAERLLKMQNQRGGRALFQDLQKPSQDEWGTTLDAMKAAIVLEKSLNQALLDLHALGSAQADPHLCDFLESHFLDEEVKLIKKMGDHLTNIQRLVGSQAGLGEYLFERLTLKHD
#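 10 uM apoferritin + 50% sat. 1-AMA, PBS; cpd 10 min RT; Ex380/Em535 endpoint; normalized to free probe vs complex; 4-param Hill fit; propofol titration as pos. ctrl.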
# BLM helicase inh: inhibitors of human Bloom syndrome helicase BLM; recombinant BLM DNA unwinding, fluorescence dequenching; Potency, µM (titrated, usually from 56.1 µM), inactives show at the highest dose activity change, negative = inhibition, hits mostly inhibitors; actives 0.2% (n = 350,000); AID 2528;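 further: plate controls were vehicle for no effect and no enzyme for full effect; nearly all actives have a fitted effect of over 35% in size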
# BAZ2B inh: blocks human BAZ2B. Q9UIF8. AlphaScreen BAZ2B-H3K14Ac peptide displacement. Potency, µM (doses to about 114 µM), for inactives: at the top dose activity change, negative = inhibition, most hits filed as inhibitors. actives 4.4% (n = 360,000). AID 504333; further: on the % scale 0 is the no-effect control and ±100 the full control effect; nearly all actives have a fitted effect of over 60% in size
#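 AlphaScreen displacement of biotin-H3(5-23)K14Ac peptide (50 nM final) from BAZ2B (50 nM final) in PBS pH 7.4, 0.01% Tween-20; complex preformed 30 min RT, then compounds (top 110 uM) 30 min RT, beads 20 min dark.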
# G9a inh: blocks human histone lysine methyltransferase G9a. Q96KQ7. G9a H3K9 monomethylation, AlphaScreen, 2 h. Potency, µM (series often up to 102 µM), for inactives: top-dose activity, negative = inhibition, usual class: inhibitors. actives 8.8% (n = 350,000); further: on the % scale 0 is the no-effect control and ±100 the full control effect; nearly all actives have a fitted effect of over 75% in size
#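 Step 1: enzyme (final 20 nM) with compound, 15 min RT. Step 2: substrate peptide 500 nM and SAM 20 uM, 2 h RT. Step 3: anti-H3K9me1 antibody and AlphaScreen beads, 10 min, then plate read.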
# APEX1 inh: inhibitors of human APE1 endonuclease; P27695; recombinant APE1, TAMRA/BHQ-2 abasic DNA cleavage fluorescence; Potency, µM (top dose mostly 65.8 µM), without a hit: at the highest dose activity change, negative = inhibition, hits mostly inhibitors; actives 0.35% (n = 350,000);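 further: plate controls were vehicle for no effect and reference inhibitor for full effect; nearly all actives have a fitted effect of over 55% in size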
#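 Endonuclease cleavage of a quenched abasic-site DNA duplex (50 nM) by APE1 (0.75 nM) was tracked by TAMRA dequenching. Compounds were preincubated with enzyme 15 min at room temperature; data normalized to buffer-only and DMSO wells plus NSC13755 control.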
# Pol iota inh: inhibitors of human DNA polymerase iota | actives 1% (n = 390,000) | Pol iota fluorescent replication assay, 10 min | Q9UNA4 | Potency, µM (doses to about 115 µM), inactives show at the top dose activity, negative = inhibition, hits mostly inhibitors
#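 Pol iota at 10 nM preincubated 15 min with compounds at room temperature; reaction started with fluorescent substrate, 50 nM final. Fluorescence read kinetically at 0 and 10 min; buffer-only wells as negative control.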
# Pol eta inh: blocks human DNA polymerase eta activity | Q9Y253 | Potency, µM (doses to about 114 µM), inactives show at the highest dose activity change, negative = inhibition, most hits filed as inhibitors | recombinant Pol eta, fluorescent DNA replication assay | actives 1.2% (n = 390,000); further: on the % scale 0 is the no-effect control and ±100 the full control effect
#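 Pol eta at 10 nM preincubated with compounds 15 min at room temperature; reaction started with fluorescent substrate (50 nM final) and read kinetically at 0 and 10 min.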
# * hit, by the source's call; ? = inconclusive; · = no result given; & = joins results of further samples; [ ] = remark or other dose. The call rests on the fitted dose curve; in most records, active means well fitted curve in the direction sought with a large enough effect; inconclusive means small, poorly fitted or top-dose-only effect, or another doubt; inactive means no such curve, though single readings can be large; an effect the other way counts as inactive or inconclusive. Potency means the concentration at half of the fitted maximal effect. An excerpt, so the mix of outcomes need not match the whole.
mol	POLK inh	POLB inh	Apoferritin bind	BLM helicase inh	BAZ2B inh	G9a inh	APEX1 inh	Pol iota inh	Pol eta inh
COc1ccc(N2CCC(CNC(=O)Nc3ccc(Cl)cc3)C2)cc1 (stereo not drawn)	3%	4%	0%	-6%	-34%	0.71µM*	-3%	5%	-2%
CC1(C)SC2c3ccccc3C(=O)N2[C@@H]1C(=O)O (stereo partly drawn)	-5%	30%	-6%	0%	1%	-22%	-8%	5%	-9%
CC(O)CNC(=O)Cc1cc(=O)[nH]c(=O)[nH]1 (stereo not drawn)	-2%	4%	-10%	-6%	3%	7%	-4%	17%	-8%
O=C(Nc1cccc(NC(=O)c2cccs2)c1)c1ccc(F)cc1	3%	8%	?	-6%	4%	13%[2.33 µM]	-10%	15%	-9%
COc1cc(NC(=O)c2cc(S(=O)(=O)N3CCc4ccccc43)cn2C)cc(OC)c1OC	-14%&-6%	18%&-20%	-6%&4%	-16%&-11%	?	?	-19%	-19%&45%	-10%&-26%
COCCN1C(=O)c2[nH]nc(-c3ccccc3O)c2C1c1ccc(OC)cc1 (stereo not drawn)	-11%	3%	-13%	-3%	-8%	-6%	1%	1%	-21%
CCn1c(CSc2nc3ccccc3s2)nc2ccccc21	-15%	-4%	-15%	-3%	-3%	10µM*	-5%	19%	-4%
CCC1(C(=O)OC)CCc2c(cc(OC)c3ccccc23)C1=O (stereo not drawn)	8%	-16%	88%[activator]	1%	62%[activator]	·	-9%	35%[activator]	-15%
C[C@@H](CN1C(=O)C(=O)NC[C@@H]1Cc1ccc(O)cc1)NC(=O)Cc1ccccc1	-4%	-10%	-2%	-5%	-4%	-11%	11%	41%[activator]	-16%
COc1ccc2c(c1)CCc1sc(NC(=O)c3cccc(Br)c3)nc1-2	-13%[60.1 µM]	3%	4%	-16%	0%	10µM*	·	4%	0%
Cc1ccnc(SCCn2c(N3CCN(c4ccccc4)CC3)nc3c2c(=O)[nH]c(=O)n3C)n1	-11%	-19%	-10%	-1%	-20%	?	2%	-3%	-11%
C=C(C)C(=O)Nc1cccc(C2=NOC3(C2)C[C@@H](C(N)=O)N(C(=O)/C=C/C=C/C)C3)c1 (stereo partly drawn)	28µM*	2.5µM*	0%	-12%	2µM*	?	?	22µM*	3.2µM*
Cc1ccc(CNC(=O)c2ccc(-n3cnc4cccnc43)cc2)cc1	9%	1%	-11%	2%	1%	11%[59 µM]	·	18%	-5%
N#Cc1ccc(N2CCN(C(=O)c3cccc(F)c3)CC2)c(F)c1	-4%	1%	-10%	-3%	5%	14%	-4%	3%	-8%
CCc1nc2ccccc2n1CC(C)C(=O)O (stereo not drawn)	-7%	20%	-4%	0%	5%	12%[59 µM]	-3%	3%	-7%
CN(C)/C=C/c1[nH]c(=O)[nH]c(=O)c1[N+](=O)[O-]	1%	20%	6%	-2%	-2%	·	20%	28%	-10%
CCn1c(C(=O)NCCCN2CCc3ccccc3C2)cc2sccc21	0%	-3%	-16%	-6%	?	?	-6%	-11%	-13%
O=C(NCCCn1ccnc1)c1ccc(OCC(F)(F)F)cc1	-3%	1%	6%	-2%	-16%	14%	43%[activator]	139%[activator]	-16%
CCOC(=O)c1cc(NC(=O)c2ccc(F)cc2)c(=O)n2c1oc1ccccc12	-21%	5%	10%	-4%	-12%	-36%[59 µM]	·	-5%	-6%
COc1ccccc1CNC(=O)c1cccc(S(=O)(=O)N2CCN(C)CC2)c1	-1%	1%	-6%	-2%	-10%	-43%	3%	68%[activator]	-18%

mol	POLK inh	POLB inh	Apoferritin bind	BLM helicase inh	BAZ2B inh	G9a inh	APEX1 inh	Pol iota inh	Pol eta inh
O=C(NC1CC1)c1ccc2c(c1)N(Cc1ccc(Cl)cc1)CCS2	-1%	1%	71%[activator]	0%	-4%	9%	45%	-1%	-6%
COC(=O)c1ccc(NC(=S)NC(=O)c2cccnc2)cc1	-2%	9%	-3%	0%	-13%	·	5%	11%	-1%
O=C(c1cc(-c2ccco2)on1)N1CCN(C(c2ccccc2)c2ccccc2)CC1	-8%	-1%	?	-7%	-24%	?	-6%	-13%	-15%
ClC(=C\c1ccccc1)/C=N/N1CCN(c2ccccn2)CC1	-2%	-16%	1%	-3%	7%	-47%	8%	21%	-4%
COc1ccc(OCC(=O)N/N=C/c2ccsc2)cc1	-5%	2%	-9%	4%	-3%	24%	0%	32%[activator]	-7%
c1ccc(-c2sc3ccccc3c2-c2ccc(OCCN3CCOCC3)cc2)cc1	-19%	·	·	·	·	·	1%	6%	-20%
Cc1ccc(OCCN(C)C(=O)C2CCC(=O)N(Cc3ccccc3F)C2)cc1 (stereo not drawn)	-7%	14%	-6%	0%	-1%	·	-6%	18%	-16%
Cc1[nH]n(-c2ccccc2)c(=O)c1/C=N/NC(=O)c1ccc(O)cc1O	2%	-25%	2%	-8%	25µM*	?	41%	-10%	-20%
CCn1c(SCC(=O)Nc2ccc(N3CCOCC3)cc2)nnc1C1CC1	-4%	·	·	·	4%	-34%[12.7 µM]	-15%	16%	-17%
O=C(Nc1ccc(NC(=O)c2ccc3c(c2)OCO3)cc1)c1cccc(Cl)c1	-8%	·	·	·	7%	1%[12.7 µM]	?	15%	-3%
O=C(CCc1ccc(S(=O)(=O)N2CCOCC2)cc1)N1CCN(Cc2ccc3c(c2)OCO3)CC1	-2%	4%	-6%	1%	2%	2%	1%	4%	-2%
Cc1cccc(-c2noc(-c3ccc(N4CCOCC4)c([N+](=O)[O-])c3)n2)c1	-11%	-4%	-8%	-3%	2%	-33%[59 µM]	·	-5%	-15%
CCN(CC)c1nc(Nc2ccccc2)nc(Oc2ccc(=O)[nH]n2)n1	-6%	-4%	?	-9%	-17%	-27%[59 µM]	-3%	38%[activator]	-6%
COc1cccc(C2c3c(oc4ccccc4c3=O)C(=O)N2CCCN2CCOCC2)c1 (stereo not drawn)	1%	2%	-6%	4%	0%	50µM*	3%	4%	1%
COc1ccc(CCNC(=O)CSc2nnc(-c3ccco3)c(-c3ccco3)n2)cc1OC	·	?	-15%	-27%	45µM*	8.9µM*	-17%	·	·
COC(=O)c1nnn(-c2nonc2N)c1CN1CCc2ccccc21	-20%	-2%	-17%	-3%	-11%	-3%[12.7 µM]	-4%	5%	-2%
Nc1cc(C2CCCC2)nn1-c1ccccc1	-2%	25%	-18%	-2%	-2%	-5%	1%	16%	-17%
O=C(Nc1ccccc1Cc1ccccc1)c1oc2ccccc2c1COc1ccccc1	-8%	40%	-2%	-6%	9%	33%[59 µM]	15%	0%	-16%
Cc1c(Cl)cccc1N=Cc1ccc([N+](=O)[O-])s1	-17%	?	?	-9%	?	?	?	35µM*	89µM*
COc1ccc(N2CCN(S(=O)(=O)c3ccc(OC)c(C(=O)N4CCCCC4)c3)CC2)cc1	-13%	3%	-10%	0%	-24%	45µM*	2%	99%[activator]	-19%

mol	POLK inh	POLB inh	Apoferritin bind	BLM helicase inh	BAZ2B inh	G9a inh	APEX1 inh	Pol iota inh	Pol eta inh
CCOc1ccc(C(=O)N2CCN=C2SC)cc1OCC	-1%	25%	-15%	-3%	6%	-25%	9%	7%	2%
Cc1ccc(Cl)cc1N(C)C(=O)c1cc2c(Cl)nc3ccccc3c2s1	2%	1%	-12%	-5%	-4%	6%[59 µM]	·	0%	-11%
Cc1c(C(=O)Nc2ccc(-c3nnc4n3CCCCC4)cc2)oc2c1ccc1ccccc12	-4%	2%	?	-8%	-32%	50µM*	-1%	102%[activator]	-8%
COc1cc2c(cc1OC)[C@@H](NC(=O)C(C)C)[C@H](OCc1ccccc1)C2	6%	·	·	·	·	·	17%	13%	-18%
CC(C)c1ccc(N(C(=O)c2ccco2)C(C(=O)NC2CCCC2)c2cccnc2)cc1 (stereo not drawn)	-17%	51%	0%	1%	3%	21%	1%	-14%	-28%
Cc1nnc(Cl)c2nn(-c3ccccc3F)c(C)c12	-1%	11%	-13%	-5%	?	?	6%	15%	-19%
Cc1ccc(S(=O)(=O)Cn2nnnc2C(CC(C)C)N2CCC(C(N)=O)CC2)cc1 (stereo not drawn)	-21%	0%	1%	0%	8%	22%[59 µM]	-2%[12.4 µM]	104%[activator]	-2%
CCOc1ccc(NC(=O)CC(Cc2ccc(Cl)cc2)C(=O)O)cc1 (stereo not drawn)	-15%	-6%	5%	-2%	0%	13%	39%	153%[activator]	3%
O=C(c1cccc(F)c1)N1CCN(C(=O)c2nn3cccnc3c2Cl)CC1	-5%	-2%	15%	0%	32%[activator]	9%[59 µM]	-5%	10%	-2%
O=C(Cc1ccccc1)n1nc(-c2ccccc2)nc1NCc1ccco1	-9%	19%	-9%	-5%	12%	-12%	-2%	?	-9%
CCS(=O)(=O)NCC(c1ccco1)N1CCN(c2ccc(F)cc2)CC1 (stereo not drawn)	-25%[60.1 µM]	40%&0%[activator]	-2%&2%	-2%&-4%	-20%&-23%	7%[59 µM]	4%	6%&16%	-5%&-12%
NC1=NC[C@H](Cc2ccc(O)cc2)N1CCc1cccc(F)c1	-9%	0%	-9%	-2%	-5%	30%[59 µM]	3%	7%	-4%

# Compounds shown so far with a thiophene ring, fused or not, in the order listed:
mol	POLK inh	POLB inh	Apoferritin bind	BLM helicase inh	BAZ2B inh	G9a inh	APEX1 inh	Pol iota inh	Pol eta inh
O=C(Nc1cccc(NC(=O)c2cccs2)c1)c1ccc(F)cc1	3%	8%	?	-6%	4%	13%[2.33 µM]	-10%	15%	-9%
CCn1c(C(=O)NCCCN2CCc3ccccc3C2)cc2sccc21	0%	-3%	-16%	-6%	?	?	-6%	-11%	-13%
COc1ccc(OCC(=O)N/N=C/c2ccsc2)cc1	-5%	2%	-9%	4%	-3%	24%	0%	32%[activator]	-7%
c1ccc(-c2sc3ccccc3c2-c2ccc(OCCN3CCOCC3)cc2)cc1	-19%	·	·	·	·	·	1%	6%	-20%
Cc1c(Cl)cccc1N=Cc1ccc([N+](=O)[O-])s1	-17%	?	?	-9%	?	?	?	35µM*	89µM*
Cc1ccc(Cl)cc1N(C)C(=O)c1cc2c(Cl)nc3ccccc3c2s1	2%	1%	-12%	-5%	-4%	6%[59 µM]	·	0%	-11%
